GPR7 antag: blocks human GPR7 receptor signaling; P48145; GPR7-expressing cells, fluorescence antagonist assay; inhibition, % at 4.4 µM; hit rate 1.1% among 290,000; in the data active means inhibition above about 16%, passing the limit was not always enough;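 further: cells stimulated with the agonist NPW; 0% = agonist with vehicle and 100% = vehicle without agonist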
Target sequence (P48145 whole entry, looked up): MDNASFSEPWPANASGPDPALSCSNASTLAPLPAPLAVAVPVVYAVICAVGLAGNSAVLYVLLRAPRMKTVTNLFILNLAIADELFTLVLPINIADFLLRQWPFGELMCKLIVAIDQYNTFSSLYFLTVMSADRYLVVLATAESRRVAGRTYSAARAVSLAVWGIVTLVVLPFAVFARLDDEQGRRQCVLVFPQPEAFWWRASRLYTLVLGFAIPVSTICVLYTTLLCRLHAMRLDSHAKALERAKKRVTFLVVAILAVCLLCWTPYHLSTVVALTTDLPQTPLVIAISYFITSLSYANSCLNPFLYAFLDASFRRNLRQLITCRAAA
TAAR1 antag: antagonists of human TAAR1; CHO RD-HGA16 TAAR1, Fluo-8 calcium fluorescence, antagonist; inhibition, % at 3 µM; hit rate 1.5% among 360,000; AID 624466;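 active means inhibition above a per-plate cutoff, the mean inhibition of test compounds on that plate plus 3 SD, cut at about 49% in these data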;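 further: 0% = DMSO plus EC80 beta-PEA response and 100% = DMSO alone without agonist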
Target sequence (Q96RJ0 whole entry, looked up): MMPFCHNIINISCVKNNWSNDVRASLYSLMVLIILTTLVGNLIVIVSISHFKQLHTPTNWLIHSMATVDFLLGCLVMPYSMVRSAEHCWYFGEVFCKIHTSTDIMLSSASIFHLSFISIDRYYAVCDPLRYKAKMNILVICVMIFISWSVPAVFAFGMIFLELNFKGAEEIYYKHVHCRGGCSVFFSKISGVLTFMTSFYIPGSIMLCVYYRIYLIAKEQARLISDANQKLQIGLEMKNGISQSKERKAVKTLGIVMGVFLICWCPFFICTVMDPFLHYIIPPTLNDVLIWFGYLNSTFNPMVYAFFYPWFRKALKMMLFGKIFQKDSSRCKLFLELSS
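System: CHO RD-HGA16 cells bearing hTAAR1. Reagent: EC80 β-phenethylamine stimulus. Schedule: seeding 17-24 h prior, 75-min 37 °C, 30-min RT dye loading. Signal: Fluo-8 intracellular calcium dye fluorescence, real-time kinetic reads. Read-out: % inhibition from peak post-agonist over basal fluorescence ratio. Benchmarks: vehicle wells and EC80 agonist wells. Replicates: n of 1.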
CHO parental Ca: counter-screen: ATP calcium response change in parental CHO cells. parental CHO-K1, ATP-induced calcium, Fluo-8 fluorescence. inhibition, % at 5.6 µM. hit rate 0.63% among 330,000;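 active means inhibition above that plate's mean sample inhibition plus 3 SD, cut at about 26% in these data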;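 further: 0% = ATP-challenged DMSO wells and 100% = DMSO wells without ATP; some compounds past the cut are filed as inactive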
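Assay system – parental CHO cells · Reagent – ATP stimulus · Detection – intracellular calcium via Fluo-8 no-wash fluorescent dye · Evaluation – percent inhibition of ATP-evoked calcium rise, normalized to controls · Controls – ATP wells versus no-ATP DMSO wells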
M1 PAM parental: counter-screen for M1 PAMs: effect in parental CHO-K1 cells. ATP EC20, Fluo-8 calcium fluorescence; 0% at ATP EC20, 100% at ATP max. hit rate 0.02% among 360,000. activation, % at 3 µM;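 active means activation above the run cutoff, the mean activation of all test compounds plus 3 SD, cut at about 40% in these data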;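 further: peak over basal fluorescence ratio in a 140 s read after ATP addition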
V1R ag counter: V1a receptor agonism, counter-screen for OXTR agonists | P37288 | CHO-V1R cells, Fluo-8 calcium fluorescence, agonist mode; 0% DMSO, 100% 3 nM vasopressin | activation, % at 3 µM | hit rate 0.25% among 320,000;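 active means activation above the mean activation of all tested compounds plus 3 SD, per screening run, cut at about 20% in these data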;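 further: signal is peak over basal fluorescence ratio across a 100 second FLIPR read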
Target sequence (P37288 whole entry, looked up): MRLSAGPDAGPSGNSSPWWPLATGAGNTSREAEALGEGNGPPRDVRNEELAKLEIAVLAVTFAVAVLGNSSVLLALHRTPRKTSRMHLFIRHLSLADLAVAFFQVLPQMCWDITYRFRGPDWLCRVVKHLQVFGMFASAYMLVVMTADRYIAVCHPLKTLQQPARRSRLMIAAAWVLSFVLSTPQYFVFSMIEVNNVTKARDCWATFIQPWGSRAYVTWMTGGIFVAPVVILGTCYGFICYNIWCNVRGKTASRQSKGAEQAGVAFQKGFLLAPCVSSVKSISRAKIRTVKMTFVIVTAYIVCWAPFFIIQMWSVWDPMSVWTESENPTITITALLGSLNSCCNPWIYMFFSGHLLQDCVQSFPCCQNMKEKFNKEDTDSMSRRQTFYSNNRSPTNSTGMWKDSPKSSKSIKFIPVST
OXTR ag: activates the human oxytocin receptor. hit rate 0.32% among 320,000. CHO-OTR cells, Fluo-8 calcium fluorescence; normalized: DMSO 0%, oxytocin 100%. activation, % at 3 µM. AID 2435;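 active means activation above the mean of all tested compounds plus 3 SD, cutoff set per screening run, cut at about 20% in these data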;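 further: peak over basal fluorescence ratio from a 100 s FLIPR kinetic read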
M1 ag parental: nonselective activator or artifact in parental CHO-K1 cells. Fluo-8 calcium fluorescence; scaled to maximal ATP response, vehicle zero. activation, % at 3 µM. hit rate 0.48% among 360,000. AID 602248; in the data active means activation above about 15%;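 further: untransfected CHO-K1 host cells lacking M1 receptor as counterscreen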
CHO-K1 Ca antag: counter-screen for M1 antagonists: effect in parental CHO-K1 cells; ATP-induced calcium, Fluo-8 fluorescence; inhibition, % at 3 µM; hit rate 0.6% among 360,000;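 active means inhibition above a per-plate cutoff, the plate's mean sample inhibition plus 3 SD, cut at about 24% in these data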;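 further: 0% = DMSO plus EC80 ATP and 100% = DMSO alone without ATP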
OXTR potentiator: potentiates the human oxytocin receptor response; P30559; CHO-OTR cells, Fluo-8 calcium fluorescence, potentiator mode; 0% = oxytocin EC15, 100% = EC100; activation, % at 3 µM; hit rate 0.061% among 320,000; AID 2445;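 active means activation above that plate's cutoff, the mean activation of tested compounds plus 3 SD, cut at about 6.6% in these data, passing the limit was not always enough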;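 further: 100% uses oxytocin at 75 nM as the full agonist control; some results filed as inactive read as strong as hits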
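System: human OTR in CHO cells; Also added: sub-maximal oxytocin, roughly EC15; Timing: compound 6 min at room temperature before oxytocin, 100 s read; Technique: Fluo-8 intracellular calcium fluorescence, ex 470-495, em 515-575 nm; Controls: oxytocin EC15 low and EC100 high; Replication: singlicate.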
* = called active by the depositor; x = no result given.

SMILES	GPR7 antag	TAAR1 antag	CHO parental Ca	M1 PAM parental	V1R ag counter	OXTR ag	M1 ag parental	CHO-K1 Ca antag	OXTR potentiator
Cc1ccc(-c2c(C)cc3oc(=O)cc(-c4ccccc4)c3c2C)cc1	x	-26	-23	19	x	x	0.4	-19	x
COc1ccc(C(O)c2nc3ccccc3s2)cc1 (stereo not drawn)	5	x	1	x	-0.1	-0.6	x	x	-12
O=C1Nc2ccccc2CCC1Sc1nnc(-c2ccc(Cl)cc2)s1 (stereo not drawn)	-5	1	0	11	0.8	1.0	0.4	-6	1
O=C(O)CCCC(=O)Nc1ccccc1Br	-9	8	-19	-2	0.9	-0.4	-0.3	6	-8
Oc1cnc2ccccc2c1CN1CCOCC1	-12	0	-12	11	2.7	0.7	1.8	-7	-10
COC(=O)c1ccccc1NC(=O)COC(=O)/C=C/c1ccco1	-2	-17	-19	4	0.7	-2.3	0.7	-11	-12
O=C(NCc1ccccc1)c1ccc(Cl)cc1	3	-26	-1	x	-0.2	-2.3	x	x	-9
CC(OC(=O)c1cccc(-n2cnnn2)c1)C(=O)N(C)c1ccccc1 (stereo not drawn)	2	-8	-3	7	0.5	-0.2	0.4	-3	-9
O=C(c1ccc2ccccc2c1)C1CCCN(S(=O)(=O)c2cccnc2)C1 (stereo not drawn)	4	25	10	6	7.8	12	9.4	-5	-29
CCNS(=O)(=O)c1ccc2nc(NC(=O)/C=C/c3cc(OC)c(OC)c(OC)c3)sc2c1	-9	19	-16	20	8.1	0.2	4.2	-5	-6
CCOC(=O)Cn1c(=NC(=O)c2cc(-c3cccs3)nc3ccccc23)sc2cc(S(N)(=O)=O)ccc21	3	24	-5	20	2.1	3.8	-0.2	-4	-5
COC(=O)c1ccc(NC(=O)C(=O)c2cn(CC(=O)N3CCOCC3)c3ccccc23)cc1	3	-24	16	17	0.8	-0.3	0.5	2	-7
O=C(CCCN1Cc2ccccc2C1)c1ccc(F)cc1	2	-24	-15	15	-0.6	-0.3	0.4	-6	8
C[C@@H]1CCCCO[C@@H](CN(C)Cc2ccc3c(c2)OCO3)[C@@H](C)CN([C@H](C)CO)C(=O)c2cc(NS(=O)(=O)c3ccccc3)ccc2O1	x	-21	x	-2	x	x	-0.4	-3	x
CC(NCC1COc2ccccc2O1)C1COc2ccccc2O1 (stereo not drawn)	3	-8	-5	-22	-0.2	-0.7	-0.1	-9	-5
CCS(=O)(=O)c1ccc2c(c1)N(S(=O)(=O)c1ccc(C)cc1)CC(C(=O)O)O2 (stereo not drawn)	16	4	6	20	0.2	1.6	0.2	-15	-7
COc1cccc(CNC(=O)Cc2nc3nc(C)cc(C)n3n2)c1	2	9	-2	8	-0.4	-1.0	0.8	0	-2
CC(C)(C)NCC(O)COc1c(F)cc(Br)cc1F (stereo not drawn)	-8	-3	-4	25	1.3	2.8	1.8	-15	1
CCN(Cc1ccccc1)S(=O)(=O)c1ccc(C(=O)N(CCCN(C)C)c2nc3cc(C)cc(C)c3s2)cc1	x	24	-14	-1	3.1	5.4	1.1	10	-13
Cc1nc2cc(CC(=O)O)ccc2o1	-4	5	-8	12	0.7	0.0	-0.1	-5	-6
CC(C)C(C)NC(=O)CN1C(=O)NC2(CCc3ccccc3C2)C1=O (stereo not drawn)	-13	-1	-9	14	0.7	0.0	0.0	-5	-2
Cc1cccc(-c2nc(CN3CCN(C(=O)C4CCCO4)CC3)cs2)c1 (stereo not drawn)	-5	-26	-21	-1	2.6	1.9	0.9	2	-3
CCN1C(=O)N(CC)C2C1N(C(C)=O)C(=O)N2C(C)=O (stereo not drawn)	-20	-22	0	-4	-0.9	0.2	-0.3	2	-3
CCCN1CCC(NC(=O)c2cccc(Oc3ccccc3)c2)CC1	4	-16	-5	5	0.1	1.4	0.2	1	-12
O=c1[nH]c(=O)n(Cc2ccco2)c2c1C(C(F)(F)F)(C(F)(F)F)N=C(c1ccc(F)cc1)N2	-4	7	11	-8	9.7	15	1.5	23	-9
COc1ccc(N2C(=O)CSC2c2ccc(F)c(F)c2)cc1 (stereo not drawn)	8	-4	-9	-6	0.8	0.3	2.7	9	-19
CCN(CCCNc1cc2c(c(N)c1S(=O)(=O)O)C(=O)c1ccccc1C2=O)c1ccccc1	x	-7	x	-3	x	x	0.0	-6	x
CN(C(=O)c1cccc(NC(=O)Cc2ccc(NC(=O)C3CCCN(C(=O)C4CCCC4)C3)cc2)c1)C1CCCC1 (stereo not drawn)	x	-17	x	-1	x	x	0.3	-2	x
O=C(CCNC(=O)c1ccc(Cl)cc1)Nc1c(F)c(F)cc(F)c1F	3	-33	-7	20	-1.1	-2.1	0.7	-10	-4
COc1ccc(-n2c(Cc3cccn3C)nnc2SCC(=O)NC2CCCCC2)cc1	-6	-34	-16	-3	0.3	0.0	-0.5	1	11
O=C(NCc1ccc(F)cc1)c1cnc(Cl)c(Cl)c1	-4	2	-7	-10	0.5	4.4	1.4	-8	-2
Fc1ccc(/C=C\c2nccc3c2[nH]c2ccccc23)cc1	11	5	0	4	-1.0	-1.2	1.7	-12	-11
COc1cc2c(cc1OC)C(c1ccccc1F)OC(=O)C2 (stereo not drawn)	4	-7	-7	11	0.7	0.1	-0.1	-1	-9
O=C(COc1cc(F)ccc1[N+](=O)[O-])Nc1ccc2c(c1)OCO2	x	-22	-7	8	0.0	0.7	-0.1	-5	-10
CS(=O)(=O)c1ccc(Cl)c(NC(=O)CN2C(=O)C3CCCCC3C2=O)c1 (stereo not drawn)	x	13	-5	-22	1.2	0.0	-0.6	2	-9
Cc1ccc(/C=C/C(=O)c2nc3ccccc3[nH]2)cc1	1	-14	-16	0	0.4	0.3	0.0	-7	1
CCN1CCN(S(=O)(=O)c2ccc(C(=O)Nc3ccccc3)cc2)CC1	-10	1	-2	-21	1.1	0.2	1.5	4	-4
O=C(COC(=O)c1cc[n+]([O-])cc1)Nc1ccc([N+](=O)[O-])cc1Cl	2	-2	-12	15	0.1	0.0	1.1	-11	-19
COc1ccccc1NC(=O)/C(=N/OCc1ccc(C#N)cc1)C(C)=O	-3	-1	-27	-6	0.9	-0.3	0.0	0	-17
Cc1ccc(C(C(=O)NC(C)(C)C)N(Cc2ccco2)C(=O)Cn2nnc(-c3cccs3)n2)cc1 (stereo not drawn)	-10	9	-27	13	0.5	-1.4	1.9	-2	-15
COc1ccc(Cl)cc1S(=O)(=O)N1CCCC(C(=O)NCC(N)=O)C1 (stereo not drawn)	10	-8	-3	19	1.5	0.2	0.3	-12	3
COc1cc(/C=C/C(=O)O)cc(S(=O)(=O)N2CCc3ccccc32)c1OC	-7	-4	-2	-15	0.7	0.7	-0.1	-6	5
COc1ccc(-c2nnc3sc(-c4ccco4)nn23)cc1OC	-9	10	1	-5	-0.1	-0.3	1.1	10	-9
NC(=O)CNC1CC(=O)N(CCc2ccccc2)C1=O (stereo not drawn)	-5	3	-3	-2	-0.2	0.8	0.7	-4	-2
CCN1C(=O)/C(=C/c2ccc(C)s2)NC1=S	-4	-15	-8	4	2.3	3.4	3.5	1	-17
CC(=O)Nc1c(-c2ccccc2)nc2cc(C)ccn12	-7	13	-16	26	0.7	0.2	2.7	-18	-2
CCOc1ccc(OCCCC(=O)N2CCN(S(=O)(=O)c3ccc(Cl)cc3)CC2)cc1	x	19	-20	-13	0.1	-0.1	1.2	4	-5
CCn1cc(C(=O)NCCCOC)c(=O)c2cc(S(=O)(=O)N(C)C)ccc21	-1	6	-5	16	0.9	0.3	-0.4	8	2
CC(=O)Nc1nc(-c2ccc(Br)s2)cs1	4	1	0	18	-0.1	-1.0	0.4	-14	-4
CN(CC(=O)Nc1ccc(S(=O)(=O)N2CCCC2)cc1)Cc1ccc(Cl)cc1Cl	-6	23	7	10	1.9	0.0	2.6	-11	-10
COC(=O)CSc1nnc(CNS(=O)(=O)c2ccc(Cl)cc2)n1C	-1	-2	2	5	-0.4	-0.6	0.1	-2	-11
CCN(CC)S(=O)(=O)c1cccc(NC(=O)Nc2cccc(C(F)(F)F)c2)c1	5	22	59*	3	9.4	16	11	23	-8
CCOc1ccc(N(CC(=O)NC2CCCC2)C(=O)CCC(=O)Nc2nc(C)cs2)cc1	-1	-2	-14	-6	2.1	5.8	2.0	-13	-7
CCN(CC(=O)Nc1ccc(S(=O)(=O)N2CCCC2)cc1)Cc1ccccc1	x	-5	-20	6	-0.3	-1.0	1.8	-1	-4
O=C(NCC1CCN(S(=O)(=O)c2ccccc2)CC1)Nc1ccc(F)cc1F	2	-3	-8	-18	0.1	1.2	2.7	5	-12
O=C(NCCCN1CCCC1=O)Nc1cc(Cl)ccc1Cl	-5	-17	1	-8	1.2	0.2	1.1	-1	3
c1nc2ccc(Cc3ccc4nc[nH]c4c3)cc2[nH]1	-5	-29	0	6	3.7	0.6	1.3	-14	3
Cc1ccccc1N1CCN(S(=O)(=O)c2nnc(NC(=O)CC(C)C)s2)CC1	-8	-1	-7	8	0.0	-0.6	0.5	-9	-7
COc1ccc(S(=O)(=O)N2CCCCC2)cc1C(=O)NC1CCS(=O)(=O)C1 (stereo not drawn)	x	-31	x	6	x	x	0.3	-6	x
CC(C=Cc1ccccc1)=NNS(=O)(=O)c1ccc([N+](=O)[O-])cc1	x	-3	x	-16	x	x	0.3	-1	x
(cont.)
SMILES	GPR7 antag	TAAR1 antag	CHO parental Ca	M1 PAM parental	V1R ag counter	OXTR ag	M1 ag parental	CHO-K1 Ca antag	OXTR potentiator
CCc1ccc(C(=O)COC(=O)CNC(=O)c2ccc(Br)o2)cc1	-2	-10	0	-2	-0.5	-1.2	0.7	-2	-3
O=C(C1CC1)N1CCc2cc(Br)cc(S(=O)(=O)NC3CCCCC3)c21	-5	20	-20	5	2.9	1.6	3.4	-12	-14
CCN(CC)S(=O)(=O)c1ccc(N2CCOCC2)c(NC(=O)CC23CC4CC(CC(Br)(C4)C2)C3)c1	-6	-22	-24	3	0.8	-1.2	0.1	1	-5
CC(C)CC1(C)CNC(=O)NC1	x	-20	x	7	x	x	0.1	11	x
C=Cc1ccc(C(=O)N2CCCC(Nc3ccc4c(c3)OCCO4)C2)cc1 (stereo not drawn)	-10	-14	x	31	x	x	3.8	-21	x
Cc1ccc(C(=O)NC(C)c2ccc(C)c(C)c2)s1 (stereo not drawn)	x	9	-12	-1	0.5	-2.0	3.0	-4	-5

A second format for 2 compounds above:
Molecule | GPR7 antag | TAAR1 antag | CHO parental Ca | M1 PAM parental | V1R ag counter | OXTR ag | M1 ag parental | CHO-K1 Ca antag | OXTR potentiator
COc1ccccc1NC(=O)/C(=N/OCc1ccc(C#N)cc1)C(C)=O | -3 | -1 | -27 | -6 | 0.9 | -0.3 | 0.0 | 0 | -17
Cc1ccc(C(C(=O)NC(C)(C)C)N(Cc2ccco2)C(=O)Cn2nnc(-c3cccs3)n2)cc1 (stereo not drawn) | -10 | 9 | -27 | 13 | 0.5 | -1.4 | 1.9 | -2 | -15

Assay outcomes (PubChem)
